# G6PDH CS: counter-screen for G6PDH assay hits: L. mesenteroides G6PDH inhibition. Purified L. mesenteroides G6PDH, diaphorase/resazurin coupled fluorescence, 45 min. inhibition, % at 5 µM. 0.12% of 200,000 active. AID 1020; in the data active means inhibition above about 50%
# HMGR II inh: E. faecalis class II HMG-CoA reductase inhibition; purified E. faecalis HMGR, NADPH absorbance 340 nm kinetic; inhibition, % at 10 µM; 0.41% of 190,000 active;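 active means inhibition above a set limit, the median over all tested compounds plus 3 SD, cut at about 9.5% in these data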;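 further: enzyme runs in reverse so mevalonate oxidation gives rising NADPH absorbance; 0% = complete reaction with DMSO and 100% = background rate lacking mevalonate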
# TNAP inh hi DEA: blocks human TNAP under high phosphate acceptor concentration; P05186; purified TNAP, CDP-star luminescence, 1 M DEA; inhibition, % at 20 µM; 0.03% of 200,000 active; AID 1135;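 active means over 50% inhibition of tissue-nonspecific alkaline phosphatase at 20 µM in the single-dose screen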;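 further: plate controls were DMSO wells for no effect and EDTA-quenched wells as full inhibition for full effect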
# Target sequence (P05186 whole entry, looked up): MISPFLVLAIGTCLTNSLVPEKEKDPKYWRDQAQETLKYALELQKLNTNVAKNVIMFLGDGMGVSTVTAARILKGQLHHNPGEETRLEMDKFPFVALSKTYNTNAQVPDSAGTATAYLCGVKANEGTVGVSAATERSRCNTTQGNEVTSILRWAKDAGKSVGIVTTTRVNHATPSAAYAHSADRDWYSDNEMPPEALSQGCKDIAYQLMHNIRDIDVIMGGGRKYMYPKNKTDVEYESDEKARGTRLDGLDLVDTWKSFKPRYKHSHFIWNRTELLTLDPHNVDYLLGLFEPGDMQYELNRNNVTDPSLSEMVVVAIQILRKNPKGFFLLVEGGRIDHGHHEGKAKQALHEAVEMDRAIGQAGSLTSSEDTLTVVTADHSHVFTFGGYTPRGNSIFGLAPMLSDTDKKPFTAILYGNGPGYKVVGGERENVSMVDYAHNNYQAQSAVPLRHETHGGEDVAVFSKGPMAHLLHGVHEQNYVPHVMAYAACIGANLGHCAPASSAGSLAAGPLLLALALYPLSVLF
# TNAP inh no acc: TNAP (human) inhibition, acceptor-free conditions | purified TNAP, CDP-star luminescence, 30 min | P05186 | 0.26% of 200,000 active | inhibition, % at 20 µM;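 active means tissue-nonspecific alkaline phosphatase inhibition above about 50% at 20 µM in the single-dose screen, limit read from the data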;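 further: 0% = DMSO negative control and 100% = EDTA positive control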
# PMI act hi M6P: increases human PMI activity with near-saturating mannose 6-phosphate | coupled PMI enzyme assay, resazurin fluorescence, 20 min; active compounds read high; 1 = untreated enzyme, 0 = substrate-free blank | 0.34% of 190,000 active | activation factor at 20 µM | AID 1216;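 active means activation factor of 2 or more at 20 µM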
#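 Test system: human phosphomannose isomerase with PGI, G6PDH, diaphorase coupling enzymes; Amount: PMI at 15 ng/mL final; Reagent: Mannose-6-phosphate 1.0 mM (near-saturating) plus 0.22 mM NADP+; Timing: 20 min, room temperature; Technique: resorufin fluorescence at Ex 544/Em 590 nm; Dosing: 20 µM single dose.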
# TNAP act hiacc: TNAP (human) activation, high acceptor; purified TNAP, CDP-star luminescence, 1 M DEA, 30 min; active compounds read high; 0 = EDTA background, 1 = DMSO-only activity; activation factor at 20 µM; 200,000 tested, under 10 active; P05186;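 active means activation factor at least 2 at 20 µM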
#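 Test system – human TNAP · Doses – 20 µM single point · Incubation – 30 min, room temperature · Signal – luminescent substrate turnover signal · Read-out basis – activation factor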
# FLuc stim CS: firefly luciferase counter-screen for stimulation assays | activation factor at 10 µM | 200,000 tested, under 10 active | ATPlite luciferase biochemical, luminescence, 10 min; 0 = ATP-free wells, 1 = DMSO control;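 active means luciferase activation factor, scaled between plate controls, of at least 2 with compound at 10 µM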
# Target sequence (P08659 whole entry, looked up): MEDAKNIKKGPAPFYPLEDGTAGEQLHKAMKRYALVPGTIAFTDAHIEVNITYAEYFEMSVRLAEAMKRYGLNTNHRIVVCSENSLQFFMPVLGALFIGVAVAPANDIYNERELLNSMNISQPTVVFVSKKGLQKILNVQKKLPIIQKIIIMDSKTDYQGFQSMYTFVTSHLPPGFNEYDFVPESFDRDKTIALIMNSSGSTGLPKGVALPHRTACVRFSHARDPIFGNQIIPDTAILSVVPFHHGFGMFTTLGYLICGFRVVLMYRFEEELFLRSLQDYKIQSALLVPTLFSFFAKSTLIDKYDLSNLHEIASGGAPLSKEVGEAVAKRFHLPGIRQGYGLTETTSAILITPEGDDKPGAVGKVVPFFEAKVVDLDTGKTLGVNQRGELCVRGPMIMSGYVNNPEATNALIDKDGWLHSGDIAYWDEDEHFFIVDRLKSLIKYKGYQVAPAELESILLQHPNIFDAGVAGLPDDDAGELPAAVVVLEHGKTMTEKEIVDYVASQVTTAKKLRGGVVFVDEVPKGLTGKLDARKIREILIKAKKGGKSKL
#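 Material: luciferase plus luciferin reagent, cell-free. Medium: PBS buffer for ATP. Also added: ATP substrate, dispensed from a 10.24 µM working solution in PBS. Doses: test compounds dosed from 2 mM stocks in 100% DMSO. Incubation: 10 min post-reagent at room temperature. Technique: light output (luminescence). Read-out basis: luminescence gain marking luciferase activators.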
# Diaphorase act: counter-screen for diaphorase-based assays: diaphorase activators and chemical reducers; AID 1229; 0.005% of 190,000 active; activation factor at 20 µM; Diaphorase/resazurin coupled assay, resorufin fluorescence, 16 min; active compounds read high; 1 = vehicle wells, 0 = NADH-free wells;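 active means diaphorase activity raised at least twofold by the compound at 20 µM; inactive means activation factor below 2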
#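 Assay system: Purified diaphorase enzyme from Clostridium kluyveri | Amount: Enzyme 0.07 U/mL final | Dosing: Compound 20 µM once, DMSO 1% | Timing: 16 min reaction at room temperature | Detection: Fluorescence, excitation 544 nm and emission 590 nm | Evaluation: Higher resorufin formation from activation or reduction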
# PMI activator: increases human mannose-6-phosphate isomerase activity; purified human PMI, coupled resazurin fluorescence, 20 min; active compounds read high; 1 = vehicle control, 0 substrate-free wells; activation factor at 20 µM; 0.005% of 190,000 active;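 active means activation factor of 2 or more at 20 µM, relative to plate controls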
# Diaph inh CS: counter-screen for diaphorase-based assays: diaphorase inhibitors and chemical oxidizers. diaphorase resazurin-to-resorufin fluorescence, NADH, 16 min; bacterial (C. kluyveri) enzyme, not human. inhibition, % at 20 µM. 0.69% of 190,000 active;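 active means primary screen inhibition at 20 µM above a set limit, cut at about 50% in these data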;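 further: plate controls were DMSO with full reaction for no effect and wells lacking NADH for full effect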
#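 Benchmarks: positive control wells lacking NADH, neutral wells with DMSO only. System: bacterial diaphorase enzyme (C. kluyveri). Input: 0.14 U/mL diaphorase, enzyme working solution. Detection: resorufin fluorescence, excitation 544 nm, emission 590 nm. Times: 16-min room-temperature incubation before reading.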
# Numbers without * were called inactive.
# Values run as follows: G6PDH CS, HMGR II inh, TNAP inh hi DEA, TNAP inh no acc, PMI act hi M6P, TNAP act hiacc, FLuc stim CS, Diaphorase act, PMI activator, Diaph inh CS
(1) Cc1ccc2cc(CN(Cc3ccco3)C(=S)NCC3CCCO3)c(=O)[nH]c2c1C (stereo unspecified)
 : 5.1, -2.1, -2.6, -11.2, 1, 1, 1.1, 0.8, 0.8, 21.5
(2) Cc1ccc(CSc2nnc(-c3cccnc3)o2)cc1
 : 4.5, -1.1, -3.0, -7.5, 1, 1, 1.1, 1, 1, 1.6
(3) COc1cc(/C=C2/NC(=O)NC2=O)cc(Br)c1OCc1ccc(C(=O)O)cc1
 : -0.1, 5.4, -4.8, -7.8, 1, 1, 1.1, 0.8, 1.1, 19.6
(4) O=C(CCn1nc(-c2ccccc2)c2ccccc2c1=O)NN1CCOCC1
 : -0.6, -0.4, -4.4, -16.8, 1, 1, 1, 0.9, 1, 6.9
(5) COC(=O)c1cc2ccsc2n1CC(=O)Nc1cc(Cl)ccc1OC
 : -8.4, 0.7, -3.2, -2.6, 0.8, 1, 1, 0.7, 0.8, 25.7
(6) CCC1CCCCN1C(=O)c1ccccc1OC1CCN(S(C)(=O)=O)CC1 (stereo unspecified)
 : 4.9, -2.4, -1.6, -2.5, 1, 1, 1.1, 0.9, 1, 10.4
(7) CCCCCNc1c(C(=O)OCC)c(=O)[nH]c2ccccc12
 : 3.0, -4.2, -5.8, -13.1, 0.8, 1.1, 1.1, 0.8, 0.9, 16.6
(8) O=C1S/C(=C\c2ccc(O)c([N+](=O)[O-])c2)C(=O)N1c1ccccc1Cl
 : 10.1, 1.2, 8.0, 11.3, 1, 0.9, 1, 1.1, 1.1, -6.4
(9) CCCNS(=O)(=O)c1ccc2c(c1)n(C)c(=O)n2C
 : 8.3, -3.0, -3.6, -10.0, 1, 1, 1.1, 0.8, 1, 15.8
(10) CCOCC(=O)Nc1nc2ccc(OCC)cc2s1
 : 5.6, 0.5, -8.3, -15.6, 1, 1.1, 0.8, 1.1, 1, -9.7
(11) COC(=O)c1nnn(-c2nonc2N)c1CSCCO
 : -0.5, -3.5, -7.3, -3.2, 1, 1.1, 1.1, 1, 0.9, 0.6
(12) Cc1cc(C)cc(N2C(=O)c3nccnc3C2=O)c1
 : 6.9, -1.0, -3.8, -6.4, 0.9, 1, 1, 0.8, 1, 23.6
(13) Cc1ccc(N2CCN(C(=O)c3ccccc3F)CC2)c(C)c1
 : 0.4, -1.0, -6.9, -9.2, 0.8, 1.1, 1, 0.8, 0.8, 18.8
(14) CC(C)c1ccc(NC(=O)C(c2ccc3c(c2)OCO3)N2CCC3(CC2)OCCO3)cc1 (stereo unspecified)
 : 1.9, -3.4, 1.2, -11.1, 0.9, 1, 1.1, 0.9, 0.9, 13.9
(15) CCc1nnc(NC(=O)[C@@H]2CCCN2S(=O)(=O)c2ccc3c(c2)OCCO3)s1
 : 10.0, -4.7, -3.3, -2.4, 1, 1, 1, 1, 1.1, 0.1
(16) C/C(Cl)=C\Cn1c(N2CCCC2)nc2c1c(=O)[nH]c(=O)n2C
 : 6.0, -9.4, -6.2, -9.5, 1, 1.1, 1.1, 0.9, 1, 9.7
(17) CCOC(=O)CN(C#N)c1nc(C)cc(C)n1
 : -2.6, 4.9, -1.6, -0.4, 1, 1, 1.1, 0.9, 0.9, 7.6
(18) COc1ccc(S(=O)(=O)NN=C2CCCC2)cc1
 : -1.6, 2.6, -6.3, -13.6, 1, 1.1, 1.1, 0.9, 1, 8.9
(19) O=S(=O)(c1ccccc1)n1nc(-c2ccccc2)nc1NCc1ccco1
 : 1.9, -9.9, -1.9, -3.0, 0.9, 1, 1, 0.8, 0.9, 24.0
(20) COc1cc2c(cc1OC)C(Cc1ccc(O)cc1)N(C)CC2 (stereo unspecified)
 : 3.2, 0.2, -0.7, -1.7, 1, 1, 1.1, 0.9, 1.1, 5.3
(21) COc1ccc(C(=O)Nc2ccccc2C(=O)NC(C(=O)NCc2ccco2)C(C)C)cc1 (stereo unspecified)
 : -3.2, -1.6, -14.9, -62.6, 1, 1.1, 1, 0.9, 0.9, 11.2
(22) CCCNc1ncnc2c1cnn2-c1ccc(OC)cc1
 : 1.6, 4.3, -3.6, -8.6, 0.8, 1, 0.6, 1.1, 1.1, -6.2
(23) CC(C)[C@H](NS(=O)(=O)c1cccc(C(F)(F)F)c1)C(=O)OCC(N)=O
 : 0.9, -1.5, 1.5, -5.6, 1.1, 1, 1, 0.9, 1.2, 7.0
(24) Fc1ccc(NC(=S)N2CCN(c3cccc(C(F)(F)F)c3)CC2)cc1
 : 4.9, -3.5, 1.8, -12.6, 1, 1, 1.1, 0.9, 0.9, 10.4
(25) Nc1c(S(=O)(=O)c2cccs2)c2nc3ccccc3nc2n1CCc1ccccc1
 : 3.8, 4.2, -3.3, -7.0, 0.5, 1, 1, 0.7, 0.7, 33.6
(26) CCNC(=S)NN=C1CCC(C(C)(C)C)CC1 (stereo unspecified)
 : 7.2, -1.7, -0.4, 13.9, 1.4, 1, 1, 0.9, 1.2, 8.6
(27) CC(=O)Nc1ccccc1OC(C)C(=O)NC(C)c1ccc(F)cc1 (stereo unspecified)
 : 11.7, 1.9, -2.7, -6.5, 0.9, 1, 1, 0.9, 0.8, 13.3
(28) FC(F)(F)c1cccc(-c2ccn3ncnc3n2)c1
 : 8.9, -7.6, -2.3, -1.7, 1, 1, 1.1, 0.9, 1.1, 6.7
(29) Cc1cccn2c(CN[C@@H]3CCCC[C@H]3c3ccccc3)c(C(=O)N3CCOCC3)nc12
 : 14.3, -1.1, -3.1, -6.0, 0.9, 1, 1, 0.9, 0.9, 5.6
(30) CC(=O)Nc1ccc(S(=O)(=O)NCC2CCC(C(=O)NCCCN3CCCC3=O)CC2)cc1 (stereo unspecified)
 : -2.9, 0.9, 3.1, -6.8, 1, 1, 1, 1, 0.9, 2.0

# Further entries:
# Values run as follows: G6PDH CS, HMGR II inh, TNAP inh hi DEA, TNAP inh no acc, PMI act hi M6P, TNAP act hiacc, FLuc stim CS, Diaphorase act, PMI activator, Diaph inh CS
(31) O=C(CCC1CCCC1)Nc1ccc([N+](=O)[O-])cn1
 : 0.7, -0.5, 2.8, -7.3, 1, 1, 1, 0.9, 1, 8.2
(32) CC(C)CCNC(=O)CN(C)S(=O)(=O)c1cccc2nsnc12
 : -4.0, -7.9, -3.5, -11.8, 0.9, 1, 1.1, 0.9, 1, 11.6
(33) COc1cc2cc(CN(C(=O)Nc3ccccc3)C3CCCC3)c(=O)[nH]c2cc1OC
 : 0.9, -4.7, -7.4, -5.4, 0.9, 1.1, 1.1, 0.7, 0.9, 29.4
(34) CC(C)NCCCOc1ccc(Cl)cc1Br
 : 12.5, -6.8, -4.8, -5.9, 1, 1, 1, 1, 0.9, 4.3
(35) CCOC(=O)c1cnc(SC2CC(=O)N(c3ccccc3)C2=O)nc1N (stereo unspecified)
 : 0.3, -2.2, -1.5, -6.7, 1, 1, 1, 0.9, 0.9, 7.3
(36) Cc1cc(C)c(NC(=O)/C(=C/c2ccccc2)c2ccccc2)c(C)c1
 : 4.6, -5.3, 0.4, -20.9, 0.9, 1, 1.1, 0.9, 0.9, 6.6
(37) CCc1nc(NCCCn2ccnc2)c2oc3ccccc3c2n1
 : -3.2, -5.2, -4.3, -7.8, 1.1, 1, 1, 1, 1, -1.6
(38) N#CCC(=O)Nc1ccc(C(=O)OCC(=O)N(Cc2ccccc2)C2CCS(=O)(=O)C2)cc1 (stereo unspecified)
 : -0.6, -7.5, 0.5, -4.9, 0.9, 1, 1, 0.9, 0.9, 12.3
(39) O=C(O)c1ccc(/C=N/Nc2nnnn2-c2ccccc2)cc1
 : 4.2, -5.0, -0.5, -9.8, 1, 1, 1, 0.9, 1, 9.7
(40) Cc1cc(NC(=O)c2ccccc2[N+](=O)[O-])ccc1Br
 : 3.9, 1.5, -4.3, -0.3, 0.9, 1, 1, 1, 0.9, 0.0
(41) Cc1cc(N(CN2CCCC2=O)C(=O)c2ccccc2)no1
 : 0.8, 2.6, -3.3, -3.8, 0.8, 1, 1.1, 0.9, 0.9, 14.3
(42) CC(C)N(Cc1cc2ccccc2[nH]c1=O)C(=O)c1ccco1
 : 3.5, 1.4, -2.9, -6.5, 1.1, 1, 1, 1.1, 1.2, -13.8
(43) Nc1c(-c2ccccc2)c(CN2CCOCC2)nn1-c1cccc([N+](=O)[O-])c1
 : 2.8, 2.0, -0.6, -5.8, 1, 1, 1, 1, 1.1, 3.0
(44) O=C(Cn1nnc2ccccc21)Nc1ccccc1[N+](=O)[O-]
 : 11.9, 3.0, -4.0, -7.0, 1, 1, 1.1, 0.8, 1, 16.3
(45) CCOC(=O)c1ccc(NC(=S)N(CCCN2CCCC2)Cc2ccco2)cc1
 : 5.6, -5.6, -4.6, -12.6, 1.1, 1, 1, 1, 1.1, 2.7
(46) CCCCOC(=O)CCc1n[nH]c(=O)[nH]c1=O
 : 4.5, -1.0, -5.9, -11.2, 1, 1.1, 1.1, 0.9, 1.2, 5.4
(47) CCOC(=O)c1c(O)c2ccccc2n(C)c1=O
 : 12.2, -3.7, 2.9, 0.9, 0.9, 1, 1, 0.8, 0.9, 19.8
(48) CC(C)(C)n1nnnc1C(c1cccs1)N(Cc1cccnc1)Cc1ccccc1Cl (stereo unspecified)
 : -3.9, -3.0, -7.7, -10.6, 0.9, 1.1, 1.1, 0.9, 0.8, 9.4
(49) CN(C)CC(=O)Nc1ccc2cn[nH]c2c1
 : 4.7, -1.0, -3.8, -7.7, 1, 1, 1, 0.9, 1, 11.4
(50) Cc1ccc(C)c(NC(=O)Cn2nc(-c3ccccc3)nc2-c2ccccc2)c1
 : 5.1, -6.3, 0.4, 4.4, 1.1, 1, 0.9, 1.1, 1.1, -12.9
(51) CCn1c(N2CCN(C(=O)C34CC5CC(CC(C5)C3)C4)CC2)nc2ccccc21
 : 2.7, 3.0, -1.0, -10.0, 0.9, 1, 1, 0.9, 0.9, 14.6
(52) CCOc1ccccc1N(CC(=O)NC1CCCCC1)C(=O)CNC(=O)c1ccco1
 : -0.2, -4.2, -5.7, -11.8, 1.1, 1.1, 1.1, 0.9, 1.1, 6.1
(53) CC(C)Oc1ccc(Br)cc1/C=N\NC(N)=S
 : -2.1, -2.0, -0.2, 9.7, 1, 1, 1, 0.6, 1, 40.5
(54) O=S(=O)(c1ccc(Cl)cc1)N1CCSC1c1ccco1 (stereo unspecified)
 : -0.9, -2.5, -2.4, -12.6, 0.7, 1, 1, 0.9, 0.9, 13.4

# Bioassay records (PubChem)
